Screening results (PubChem BioAssay)
BLM helicase inh – qHTS Assay for Inhibitors of Bloom's syndrome helicase (BLM). Potency, µM (top dose mostly 56.1 µM), inactives show at the highest dose activity change, negative = inhibition, hits mostly inhibitors. recombinant BLM DNA unwinding, fluorescence dequenching. hit rate 0.2% among 350,000. RecQ-like DNA helicase BLM (Homo sapiens), P54132. AID 2528, 2010;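 further: plate controls were vehicle for no effect and no enzyme for full effect; nearly all actives have a fitted effect of over 35% in size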
Pol kappa inh – qHTS for Inhibitors of Polymerase Kappa; Potency, µM (highest dose often 107 µM), inactives show at the highest dose activity, negative = inhibition, most hits filed as inhibitors; hit rate 0.53% among 400,000; purified Pol kappa, fluorescent DNA synthesis assay, 10 min; AID 588579, 2011; further: on the % scale 0 is the no-effect control and ±100 the full control effect
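Activity was followed as the change in fluorescence between reads at 0 and 10 min after starting the reaction with 50 nM substrate. Beforehand, 10 nM polymerase had been preincubated with compound for 15 min at room temperature.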
Pol iota inh – qHTS for Inhibitors of Polymerase Iota | Pol iota fluorescent replication assay, 10 min | DNA polymerase iota (Homo sapiens), Q9UNA4 | AID 588590, 2011 | hit rate 1% among 390,000 | Potency, µM (doses to about 115 µM), without a hit: at the top dose activity, negative = inhibition, hits mostly inhibitors
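Pol iota at 10 nM preincubated 15 min with compounds at room temperature; reaction started with fluorescent substrate, 50 nM final. Fluorescence read kinetically at 0 and 10 min; buffer-only wells as negative control.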
POLB inh – qHTS Assay for Inhibitors of DNA Polymerase Beta; P06746; Pol beta primer extension/strand displacement, fluorescence kinetic; Potency, µM (doses to about 114 µM), for the others: top-dose activity change, negative = inhibition, actives largely listed as inhibitors; hit rate 1.3% among 340,000; AID 485314, 2010; further: on the % scale 0 is the no-effect control and ±100 the full control effect
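Human Pol beta at 10 nM; strand-displacement substrate 50 nM final. Compound exposure 15 min at room temperature before start, reaction 10 min at room temperature.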
BAZ2B inh – qHTS Assay for Inhibitors of BAZ2B | Bromodomain adjacent to zinc finger domain protein 2B (Homo sapiens), Q9UIF8 | AlphaScreen BAZ2B-H3K14Ac peptide displacement | Potency, µM (highest dose often 114 µM), inactives show top-dose activity change, negative = inhibition, hits mostly inhibitors | hit rate 4.4% among 360,000 | AID 504333, 2011; further: on the % scale 0 is the no-effect control and ±100 the full control effect; nearly all actives have a fitted effect of over 60% in size
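Complex of BAZ2B and biotin-H3K14Ac (50 nM apiece) forms over 30 min at RT, then faces library compounds up to 110 uM for another 30 min; AlphaScreen beads added, 20 min dark incubation, luminescence read.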
G9a block – qHTS Assay for Inhibitors of Histone Lysine Methyltransferase G9a | Histone-lysine N-methyltransferase EHMT2 (Homo sapiens), Q96KQ7 | G9a H3K9 monomethylation, AlphaScreen, 2 h | Potency, µM (top dose mostly 102 µM), inactives show at the top dose activity, negative = inhibition, hits mostly inhibitors | hit rate 8.8% among 350,000 | AID 504332, 2011; further: on the % scale 0 is the no-effect control and ±100 the full control effect; nearly all actives have a fitted effect of over 75% in size
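AlphaScreen detection with an anti-monomethyl H3K9 antibody quantified product after a 2 h room-temperature reaction containing 500 nM biotinylated H3K9 peptide, 20 µM SAM and 20 nM enzyme, which had been preincubated 15 min with compound.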
Pol eta inh – qHTS for Inhibitors of Polymerase Eta. DNA polymerase eta (Homo sapiens), Q9Y253. recombinant Pol eta, fluorescent DNA replication assay. Potency, µM (highest dose often 114 µM), for the others: at the highest dose activity change, negative = inhibition, most hits filed as inhibitors. hit rate 1.2% among 390,000. AID 588591, 2011; further: on the % scale 0 is the no-effect control and ±100 the full control effect
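Fluorescent replication assay: 50 nM final substrate added after a 15 min room-temperature compound preincubation with 10 nM enzyme. Signal taken at 0 min and again at 10 min.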
APE1 inh – qHTS Assay for Inhibitors of the Human Apurinic/apyrimidinic Endonuclease 1 (APE1) | DNA repair nuclease/redox regulator APEX1 (Homo sapiens), P27695 | recombinant APE1, TAMRA/BHQ-2 abasic DNA cleavage fluorescence | Potency, µM (titrated, usually from 65.8 µM), inactives show top-dose activity change, negative = inhibition, actives largely listed as inhibitors | hit rate 0.35% among 350,000;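 further: plate controls were vehicle for no effect and reference inhibitor for full effect; nearly all actives have a fitted effect of over 55% in size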
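Endonuclease cleavage of a quenched abasic-site DNA duplex (50 nM) by APE1 (0.75 nM) was tracked by TAMRA dequenching. Compounds were preincubated with enzyme 15 min at room temperature; data normalized to buffer-only and DMSO wells plus NSC13755 control.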
Anesthetic bind – qHTS Assay for Identification of Novel General Anesthetics; Potency, µM (titrated, usually from 77.5 µM), for the others: at the highest dose activity change, negative = displacement, most hits filed as inhibitors; Ferritin light chain (Equus caballus), P02791; hit rate 0.074% among 350,000; apoferritin/1-aminoanthracene competitive binding, fluorescence; further: on the % scale 0 is the no-effect control and ±100 the full control effect; nearly all actives have a fitted effect of over 20% in size
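Horse-spleen apoferritin (10 uM) in 50% saturated 1-aminoanthracene in PBS was incubated 10 min at room temperature with compound. Fluorescence (ex 380, em 535 nm) was normalized to free and bound 1-AMA, with concentration-response fitted by a four-parameter Hill equation.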
The depositor's hits bear a star; & = joins results of further samples; [ ] = another dose, or the depositor's remark. The call rests on the fitted dose curve; in most records, active means well fitted curve in the direction sought with a large enough effect; inconclusive means small, poorly fitted or top-dose-only effect, or another doubt; inactive means no such curve, though single readings can be large; an effect the other way counts as inactive or inconclusive. Potency means the concentration at half of the fitted maximal effect. A portion of the library, so the mix of outcomes need not match the whole.

Results for CCCCN1C(=O)c2[nH]nc(-c3ccccc3O)c2C1c1ccc(OCc2ccccc2)c(OC)c1 (stereo unspecified) ?
BLM helicase inh: -9%; Pol kappa inh: -1%; Pol iota inh: -6%; POLB inh: 5%; BAZ2B inh: inconclusive; G9a block: inconclusive; Pol eta inh: -19%; Anesthetic bind: -8%

How did CCOC(=O)C1CCN(C(=O)/C(=C/c2ccccc2)NC(=O)c2ccccc2)CC1 do in these assays?
BLM helicase inh: -9%; Pol kappa inh: -4%; Pol iota inh: -13%; POLB inh: -18%; BAZ2B inh: -7%; G9a block: 8%; Pol eta inh: 3%; APE1 inh: 28%; Anesthetic bind: -14%

How did COc1ccc(NC(=O)NC(C)c2ccncc2)cc1OC (stereo unspecified) do in these assays?
BLM helicase inh: 3%; Pol kappa inh: 6%; Pol iota inh: 23%; POLB inh: 8%; BAZ2B inh: 14%; G9a block: 10%[59 µM]; Pol eta inh: 0%; APE1 inh: 2%; Anesthetic bind: -4%

Results for Cc1ccccc1Nc1nc(N)nc(CSCC(=O)Nc2cccc(Br)c2)n1 ?
BLM helicase inh: -8%; Pol kappa inh: -3%; Pol iota inh: -10%; POLB inh: -16%; BAZ2B inh: -23%; G9a block: -33%[59 µM]; Pol eta inh: -15%; APE1 inh: 1%; Anesthetic bind: -17%

How did CCOc1ccc(C(=O)Nc2cc(-c3nc4cc(OC)ccc4o3)ccc2C)cc1[N+](=O)[O-] do in these assays?
BLM helicase inh: -14%; Pol kappa inh: -7%; Pol iota inh: -15%; POLB inh: -10%; BAZ2B inh: -19%; G9a block: -20%[59 µM]; Pol eta inh: 3%; Anesthetic bind: -3%

Results for N#Cc1c(-c2cccs2)cc(-c2ccccn2)nc1N ?
BLM helicase inh: 0%; Pol kappa inh: -6%; Pol iota inh: 23%; POLB inh: 6%; BAZ2B inh: 23%; G9a block: 44%[59 µM]; Pol eta inh: -17%; APE1 inh: -3%; Anesthetic bind: -7%

How did CCOc1ccccc1NC(=O)c1ccc(S(=O)(=O)N2CCCCC2)cc1 do in these assays?
BLM helicase inh: -7%; Pol kappa inh: -11%; Pol iota inh: 20%; POLB inh: -4%; BAZ2B inh: 10%; G9a block: 0%; Pol eta inh: -2%; APE1 inh: -12%; Anesthetic bind: -9%

How did Cc1c(C)n(Cc2ccccc2)c2ccc(C(=O)OCCCN(C)C)cc12 do in these assays?
BLM helicase inh: 6%; Pol kappa inh: -1%; Pol iota inh: 61%[activator]; POLB inh: 0%; BAZ2B inh: -12%; G9a block: 9%; Pol eta inh: -23%; APE1 inh: 9%; Anesthetic bind: -3%

Results for Nc1nnc(SCC(=O)Nc2cccc3ccccc23)s1 ?
BLM helicase inh: 0%; Pol kappa inh: -7%; Pol iota inh: -16%; POLB inh: 43%; BAZ2B inh: -10%; G9a block: -6%; Pol eta inh: -4%; APE1 inh: 8%; Anesthetic bind: 4%

What do the screens show for `CC(=O)c1ccc(N2CCN(CC(O)COC(c3ccccc3)c3ccccc3)CC2)cc1` (stereo unspecified)?
BLM helicase inh: -4%; Pol kappa inh: 1%; Pol iota inh: -19%; POLB inh: 3%; BAZ2B inh: 18µM*; G9a block: 20µM*; Pol eta inh: -16%; APE1 inh: 12%; Anesthetic bind: -12%

How did Cn1nc(C(F)(F)F)c(-c2ccc(Br)cc2)c1NC(=O)CSCC(=O)O do in these assays?
BLM helicase inh: 0%; Pol kappa inh: -14%; Pol iota inh: inconclusive; POLB inh: 1%; BAZ2B inh: 2%; G9a block: 7%; Pol eta inh: -3%; APE1 inh: -3%; Anesthetic bind: 2%

Results for Cc1cc(N2CCN(C)CC2)nc2ccc(NC(=O)Nc3ccc(Cl)cc3)cc12 ?
BLM helicase inh: -3%; Pol kappa inh: -8%; Pol iota inh: 8%; POLB inh: -8%; BAZ2B inh: 10%[57.1 µM]; G9a block: -17%[59 µM]; Pol eta inh: -17%; Anesthetic bind: 33%

What do the screens show for `C/C(N)=C(/C#N)C(=O)CSc1nnc(COc2ccccc2Cl)o1`?
BLM helicase inh: -11%; Pol kappa inh: -8%&-9%; Pol iota inh: 89µM*; POLB inh: 40µM*; BAZ2B inh: inconclusive; G9a block: 10%[59 µM]; Pol eta inh: inconclusive; APE1 inh: -9%; Anesthetic bind: -5%

How did CC(=O)c1cc2c(cc1NC(=O)c1cnc(C)cn1)OCO2 do in these assays?
BLM helicase inh: 1%; Pol kappa inh: 0%; Pol iota inh: -4%; POLB inh: 7%; BAZ2B inh: 0%; G9a block: -3%; Pol eta inh: -1%; APE1 inh: -8%; Anesthetic bind: -7%

What do the screens show for `CCc1cc(=O)oc2cc(C)cc(O)c12`?
BLM helicase inh: -4%; Pol kappa inh: 0%; Pol iota inh: -2%; POLB inh: 0%; BAZ2B inh: -32%; G9a block: inconclusive; Pol eta inh: -10%; APE1 inh: 1%; Anesthetic bind: -2%

Results for Cc1cccc(C)c1NC(=O)C1c2ccccc2Oc2ccccc21 ?
BLM helicase inh: -5%; Pol kappa inh: -21%; Pol iota inh: 26%; POLB inh: 1%; BAZ2B inh: -3%; G9a block: 21%[59 µM]; Pol eta inh: -11%; APE1 inh: 6%; Anesthetic bind: -8%

How did Cc1ccc(C2C(C#N)=C(N)N(c3cccnc3)C3=C2C(=O)CCC3)s1 (stereo unspecified) do in these assays?
BLM helicase inh: -9%; Pol kappa inh: -2%[60.1 µM]; Pol iota inh: inconclusive; POLB inh: inconclusive; BAZ2B inh: inconclusive; G9a block: 40µM*; Pol eta inh: 56µM*; APE1 inh: -4%; Anesthetic bind: -10%

How did COc1ccc(/C(C)=N/NC(=O)CNC(=O)C(c2ccccc2)c2ccccc2)c(OC)c1 do in these assays?
BLM helicase inh: -2%; Pol kappa inh: -17%; Pol iota inh: -3%; POLB inh: -27%; BAZ2B inh: -16%; G9a block: -8%; Pol eta inh: -12%; APE1 inh: -12%; Anesthetic bind: -20%

What do the screens show for `CCOc1ccc(OCC)c(NS(=O)(=O)c2c(C)[nH]c(=O)[nH]c2=O)c1`?
BLM helicase inh: -7%; Pol kappa inh: 2%[60.1 µM]; Pol iota inh: -24%; POLB inh: 5%; BAZ2B inh: -3%; G9a block: -16%[59 µM]; Pol eta inh: 5%; Anesthetic bind: 15%

Results for CCOC(=O)C1=C(N)OC2=C(C(=O)CC(C)(C)C2)C1c1ccccc1OCC#N (stereo unspecified) ?
BLM helicase inh: -3%; Pol kappa inh: -10%; Pol iota inh: 9%; POLB inh: inconclusive; BAZ2B inh: -14%; G9a block: -33%[12.7 µM]; Pol eta inh: 0%; APE1 inh: 2%; Anesthetic bind: -21%

How did COCCCNC(=O)C(=O)NC1CCCCCC1 do in these assays?
BLM helicase inh: -2%; Pol kappa inh: -12%; Pol iota inh: 0%; POLB inh: 36%; BAZ2B inh: 8%; G9a block: 16%[59 µM]; Pol eta inh: -11%; APE1 inh: 4%; Anesthetic bind: -4%

How did Cc1ccccc1NC(=O)Nc1ccc(C(F)(F)F)cc1 do in these assays?
BLM helicase inh: -6%; Pol kappa inh: -2%; Pol iota inh: 54%[activator]; POLB inh: 19%; BAZ2B inh: 4%; G9a block: 23%; Pol eta inh: -3%; APE1 inh: -2%; Anesthetic bind: -8%

What do the screens show for `O=C(CCN1C(=O)c2ccccc2C1=O)Nc1ccc(S(=O)(=O)NC2=NCCCCC2)cc1`?
BLM helicase inh: -1%; Pol kappa inh: -7%; Pol iota inh: -3%; POLB inh: 22%; BAZ2B inh: -34%; G9a block: 10%[2.33 µM]; Pol eta inh: -15%; APE1 inh: 0%; Anesthetic bind: -8%

How did Cn1c(=O)cc(N2CCCCC2)[nH]c1=O do in these assays?
BLM helicase inh: -7%; Pol kappa inh: -25%; Pol iota inh: 27%; POLB inh: 18%; BAZ2B inh: 1%; G9a block: -5%[59 µM]; Pol eta inh: -7%; APE1 inh: -1%; Anesthetic bind: -3%

Results for CCc1ccccc1N(C)C(=O)C1CCCN(c2ncnc3c2nc2n3CCCCC2)C1 (stereo unspecified) ?
BLM helicase inh: 1%; Pol kappa inh: -3%; Pol iota inh: 11%; POLB inh: -16%; BAZ2B inh: -12%; G9a block: -13%[59 µM]; Pol eta inh: -14%; Anesthetic bind: -5%

What do the screens show for `CC1=C(C(=O)OC2CCCC2)C(c2ccccc2Cl)CC(=O)N1` (stereo unspecified)?
BLM helicase inh: -2%; Pol kappa inh: 12%; Pol iota inh: 39%[activator]; POLB inh: -1%; BAZ2B inh: -3%; G9a block: 4%[59 µM]; Pol eta inh: -17%; Anesthetic bind: -9%

Quoted at random: three records from the list
What do the screens show for `CCOc1ccc(OCC)c(NS(=O)(=O)c2c(C)[nH]c(=O)[nH]c2=O)c1`?
BLM helicase inh: -7%; Pol kappa inh: 2%[60.1 µM]; Pol iota inh: -24%; POLB inh: 5%; BAZ2B inh: -3%; G9a block: -16%[59 µM]; Pol eta inh: 5%; Anesthetic bind: 15%

What do the screens show for `CC1=C(C(=O)OC2CCCC2)C(c2ccccc2Cl)CC(=O)N1` (stereo unspecified)?
BLM helicase inh: -2%; Pol kappa inh: 12%; Pol iota inh: 39%[activator]; POLB inh: -1%; BAZ2B inh: -3%; G9a block: 4%[59 µM]; Pol eta inh: -17%; Anesthetic bind: -9%

How did Cc1ccc(C2C(C#N)=C(N)N(c3cccnc3)C3=C2C(=O)CCC3)s1 (stereo unspecified) do in these assays?
BLM helicase inh: -9%; Pol kappa inh: -2%[60.1 µM]; Pol iota inh: inconclusive; POLB inh: inconclusive; BAZ2B inh: inconclusive; G9a block: 40µM*; Pol eta inh: 56µM*; APE1 inh: -4%; Anesthetic bind: -10%
